# Compound activity: PubChem, several laboratories
# Yfh1-depleted yeast = enhancers of respiration in Yfh1-depleted yeast, dose response, Friedreich's ataxia, plus single-dose screen (AID 1465); 0.074% of 220,000 active; one-dose fold induction at 50 µM; EC50 in µM for titrated hits; S. cerevisiae Yfh1-off respiration, WST-1 reduction, 72 h; higher fold induction means a stronger effect;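 active = fold induction of absorbance versus untreated yeast above a set limit, then at least 30% activation at any dose in follow-up; inconclusive = repeats straddling the limit, or above it without dose testing; inactive = fold induction below the set limit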;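 note: activators that raise dye reduction in frataxin-depleted yeast; strong numbers were not always called active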
# GPR55 beta-arrestin = GPR55 agonists via beta-arrestin recruitment, primary screen, imaging, U2OS cells, beta-arrestin-GFP redistribution (AID 1961) | G-protein coupled receptor 55 (Homo sapiens) | U2OS GPR55 beta-arrestin-GFP redistribution imaging; higher % means a stronger effect | activation, % at 10 µM; hits with a dose series show EC50 in µM | 0.048% of 290,000 active;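 active = activation above 40% with more than 50 cells counted in the well; inconclusive = wells holding fewer than 50 cells, flagged as toxic or sparse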;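 note: U2OS osteosarcoma cells stably expressing GPR55 and beta-arrestin-GFP; plate controls were DMSO negative control for no effect and LPI positive control for full effect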
# KOR beta-arrestin-1 = KOR antagonists, beta-arrestin recruitment, cell-based, luminescence, uHTS (AID 1778); Kappa-type opioid receptor (Homo sapiens); KOR beta-arrestin recruitment, luminescence, antagonist mode; higher % means a stronger effect; inhibition, % at 10 µM, or IC50 in µM where a hit was titrated; 0.091% of 290,000 active; note: strong numbers were not always called active
# NOD1 inhibition = NOD1 signaling inhibitors, primary screen, cell-based, luminescence, uHTS (AID 1578); NOD1-driven NF-kB luciferase reporter cells, luminescence; higher % means a stronger effect; one-dose inhibition, % at 4 µM; EC50 in µM for titrated hits; 1% of 290,000 active; in the data active = inhibition mostly above about 36%, no sharp cut-off; inactive = mostly below about 34%;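 note: HEK-293T reporter cells stimulated with the NOD1 agonist gamma-tri-DAP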
# NTR1 agonist = agonists of NTR1, primary screen, imaging, U2OS cells, beta-arrestin-GFP, high content (AID 493036). Neurotensin receptor type 1 (Homo sapiens), P30989. NTR1-U2OS beta-arrestin-GFP spot imaging, agonist mode. activation, % at 20 µM. 0.17% of 330,000 active;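 active = activation at or above 40% of the spot to cytoplasm intensity ratio, with at least 20 cells analyzed; inconclusive = wells under 20 cells, flagged as cytotoxic or low count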;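 note: 0% = DMSO without peptide and 100% = 100 nM NTR1 peptide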
# Target sequence (P30989 whole entry, looked up): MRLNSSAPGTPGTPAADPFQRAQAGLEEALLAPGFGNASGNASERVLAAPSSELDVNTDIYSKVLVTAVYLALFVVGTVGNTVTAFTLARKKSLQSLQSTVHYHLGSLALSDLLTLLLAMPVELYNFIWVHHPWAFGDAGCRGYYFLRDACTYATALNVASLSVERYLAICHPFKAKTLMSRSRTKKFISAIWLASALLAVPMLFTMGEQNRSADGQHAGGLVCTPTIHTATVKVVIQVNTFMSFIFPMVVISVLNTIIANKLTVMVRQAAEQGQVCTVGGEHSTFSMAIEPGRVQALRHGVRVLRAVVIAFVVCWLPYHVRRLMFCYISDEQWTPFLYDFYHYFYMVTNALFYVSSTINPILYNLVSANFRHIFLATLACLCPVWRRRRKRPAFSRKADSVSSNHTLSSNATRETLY
# HEK293 NOD2/NF-kB = NOD2 signaling inhibitors, cell-based, luminescence, uHTS, HEK293 (AID 1566). HEK293 NOD2/NF-kB luciferase reporter, luminescence; higher % means a stronger effect. inhibition, % at 4 µM, or EC50 in µM where a hit was titrated. 0.63% of 290,000 active; note: many of its hits are not listed in these tables
# KOR beta-arrestin-2 = KOR agonists, beta-arrestin recruitment, primary screen, cell-based, luminescence, uHTS (AID 1777). Kappa-type opioid receptor (Homo sapiens). KOR beta-arrestin recruitment, luminescence; higher % means a stronger effect. activation, % at 10 µM; hits with a dose series show EC50 in µM. 0.02% of 280,000 active; in the data active = activation above about 50%, passing the limit was not always enough; note: a part of the inactive calls stands beside numbers as strong as those of hits
# CSM14.1 death rescue = rescue of cells from ER stress-induced death, primary screen, 384-well, CSM14.1, thapsigargin, ATP luminescence (AID 1222) | CSM14.1 thapsigargin-induced death rescue, ATP luminescence; higher % means a stronger effect | cellular ATP content (survival), % at 20 µM, or EC50 in µM where a hit was titrated | 190,000 tested, under 10 active;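 active = EC50 below 50 µM in the dose-response confirmation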;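 note: death triggered by thapsigargin at about 15 µM added after 2 h compound pretreatment; cell ATP read after overnight thapsigargin exposure of roughly 18 to 22 hours; normalized against plate controls of thapsigargin alone and 5% DMSO vehicle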
# TNAP activation fold = human TNAP enzyme activators, primary screen, biochemical, luminescent, no phosphate acceptor, uHTS (AID 1001); Alkaline phosphatase, tissue-nonspecific isozyme (Homo sapiens); purified TNAP, luminescent activation assay, no phosphate acceptor; higher activation fold means a stronger effect; one-dose activation fold at 20 µM; EC50 in µM for titrated hits; 0.03% of 200,000 active; in the data active = activation fold from about 3, or a potency from the dose series; inactive = the rest, 99 in 100 with activation fold below about 1.6; note: many of its hits are not listed in these tables
# NTR1 agonist cell count 20 µM = recorded beside NTR1 agonist, whose call it bears; cell count; measured here: cell count, cytotoxicity flag
# An asterisk follows results filed as active; i = inactive; ? = inconclusive; . = not tested or not shown; [ ] = another dose, or the depositor's remark. Cut-off read from the data, not from the text of the source, unless noted: active = inhibition above about 50%; inactive = the rest. An excerpt; the hit share may differ from the screen's.
# The opening 9 entries, ahead of the listing:
SMILES,Yfh1-depleted yeast,GPR55 beta-arrestin,KOR beta-arrestin-1,NOD1 inhibition,NTR1 agonist,NTR1 agonist cell count 20 µM,HEK293 NOD2/NF-kB,KOR beta-arrestin-2,CSM14.1 death rescue,TNAP activation fold
CC1Sc2ccc(S(=O)(=O)N3CCC(C(=O)NCc4ccc(Cl)cc4)CC3)cc2NC1=O (configuration not stated),.,-0.2%,43%,12%,5.2,50,16%,-5.0%,.,.
CCN(CC)S(=O)(=O)c1ccc(N(C)Cc2ccc(C(F)(F)F)cc2)nc1,i,0.2%,-3%,34%,5.2,73,19%,3.2%,-1.8%,1
c1ccc2[nH]c(CSc3nccs3)nc2c1,i,0.2%,15%,-10%,-2.7,99,8%,3.7%,-0.7%,1.2
CC(=O)N=c1c(C#N)cc2c(=O)n3cccc(C)c3nc2n1CCCOC(C)C,i,-0.1%,0%,-6%,0.1,52,-26%,-2.4%,.,.
O=c1ccc2cc(S(=O)(=O)N3CCN(c4cc(Cl)ccc4Cl)CC3)ccc2o1,i,0.2%,24%,13%,0.3,75,-15%,-1.9%,-0.8%,1
O=C(COC(=O)C1(c2ccc(F)cc2)CCCC1)N1CCOCC1,i,-0.1%,14%,-18%,0.1,39,10%,15%,1.9%,1.1
CCOC(=O)N1CCN(C(=O)CCCCCn2c(=S)[nH]c3cc4c(cc3c2=O)OCO4)CC1,i,-0.2%,-2%,-3%,3.6,55,14%,-4.0%,-0.4%,1.1
COc1ccc2c(c1)c(=O)oc1cc(O)ccc12,i,0.1%,-25%,-3%,-0.5,107,-70%,2.3%,-0.2%,1.1
CCOc1ccc(NC(=O)[C@@H](NC(=O)OCc2ccccc2)[C@@H](C)CC)cc1,i,0.3%,-20%,-29%,0.7,59,6%,6.2%,0.0%,1

# All compounds of this part, repeating the preview:
SMILES,Yfh1-depleted yeast,GPR55 beta-arrestin,KOR beta-arrestin-1,NOD1 inhibition,NTR1 agonist,NTR1 agonist cell count 20 µM,HEK293 NOD2/NF-kB,KOR beta-arrestin-2,CSM14.1 death rescue,TNAP activation fold
CC1Sc2ccc(S(=O)(=O)N3CCC(C(=O)NCc4ccc(Cl)cc4)CC3)cc2NC1=O (configuration not stated),.,-0.2%,43%,12%,5.2,50,16%,-5.0%,.,.
CCN(CC)S(=O)(=O)c1ccc(N(C)Cc2ccc(C(F)(F)F)cc2)nc1,i,0.2%,-3%,34%,5.2,73,19%,3.2%,-1.8%,1
c1ccc2[nH]c(CSc3nccs3)nc2c1,i,0.2%,15%,-10%,-2.7,99,8%,3.7%,-0.7%,1.2
CC(=O)N=c1c(C#N)cc2c(=O)n3cccc(C)c3nc2n1CCCOC(C)C,i,-0.1%,0%,-6%,0.1,52,-26%,-2.4%,.,.
O=c1ccc2cc(S(=O)(=O)N3CCN(c4cc(Cl)ccc4Cl)CC3)ccc2o1,i,0.2%,24%,13%,0.3,75,-15%,-1.9%,-0.8%,1
O=C(COC(=O)C1(c2ccc(F)cc2)CCCC1)N1CCOCC1,i,-0.1%,14%,-18%,0.1,39,10%,15%,1.9%,1.1
CCOC(=O)N1CCN(C(=O)CCCCCn2c(=S)[nH]c3cc4c(cc3c2=O)OCO4)CC1,i,-0.2%,-2%,-3%,3.6,55,14%,-4.0%,-0.4%,1.1
COc1ccc2c(c1)c(=O)oc1cc(O)ccc12,i,0.1%,-25%,-3%,-0.5,107,-70%,2.3%,-0.2%,1.1
CCOc1ccc(NC(=O)[C@@H](NC(=O)OCc2ccccc2)[C@@H](C)CC)cc1,i,0.3%,-20%,-29%,0.7,59,6%,6.2%,0.0%,1
COC(=O)c1cc(S(=O)(=O)NCCCN2CCCC2=O)cn1C,.,-0.1%,-33%,-28%,0.5,50,-9%,-3.6%,.,.
O=C(NCCc1ccccn1)c1ccc(OC(F)F)cc1,i,-0.2%,19%,-34%,-0.3,34,-12%,-3.2%,-3.4%,1
Cc1ccc(S(=O)(=O)Oc2ccccc2/C=N/NC(N)=S)cc1,i,-0.1%,-5%,-46%,1.4,54,-16%,1.5%,-0.4%,1.1
COCCNC(=O)CN(C(=O)Cn1nnc2ccccc21)c1ccc(F)c(Cl)c1,i,-0.2%,-1%,3%,2.2,50,-8%,-1.0%,-3.0%,1.1
O=C1/C(=C\c2cccs2)N=C(c2cccs2)N1Nc1ccccc1,i,-0.1%,15%,-16%,5.5,34,-15%,-2.4%,-2.7%,0.9
CSc1cccc(N2CC(C(=O)N(Cc3nnc(-c4ccccc4Cl)o3)C3CC3)CC2=O)c1 (configuration not stated),.,0.3%,-12%,19%,1.0,54,-3%,5.9%,.,.
CCn1cc(C(=O)NCCCN(C)c2ccccc2)c(=O)c2cc(S(=O)(=O)N(C)C)ccc21,i,0.2%,-9%,-17%,10,48,15%,-1.1%,.,1.1
Cn1cccc1CNCc1ccccc1Cl,i,0.3%,9%,-27%,1.6,58,-2%,0.6%,-1.0%,1.1
Cc1cccc(N(CC(=O)NC2CCCCC2)C(=O)c2c(C)noc2C)c1,i,-0.1%,-20%,-7%,-1.6,49,1%,0.4%,-0.9%,1
CCC(=O)Nc1ccc(NC(=O)c2cccc(OC)c2)nc1,i,0.6%,25%,-37%,-1.6,93,-10%,-2.1%,-0.9%,1.1
COC(=O)c1ccc(C(=O)OC)c(NC(=O)CN(C)Cc2ccc(Cl)c(Cl)c2)c1,i,-0.1%,20%,-9%,10,52,14%,-1.7%,0.5%,1
COc1c(F)c(F)cc2c(=O)c(C(=O)O)cn(C3CC3)c12,.,-0.1%,13%,-3%,0.1,102,-11%,1.2%,.,.
COc1ccccc1Nc1ccc(N)cc1,i,0.7%,14%,-27%,0.8,58,17%,-3.5%,-1.1%,1
C=CCOc1ccc(C2NC(=O)c3ccccc3O2)cc1OCC (configuration not stated),.,-0.1%,-32%[20 µM],-23%,0.5,56,10%,3.4%,.,.
Cc1cc(C(=O)N/N=C/c2ccc3c(c2)OCO3)c(C)o1,i,-0.3%,15%[20 µM],-41%,-0.6,34,-67%,-3.9%,-2.9%,1
CC1=C(C(=O)Nc2ccc(C)cc2)C(c2cccs2)NC(=S)N1 (configuration not stated),i,0.5%,-2%,-14%,0.0,37,8%,2.4%,-2.0%,1.1
O=C(O)c1ccc(N/N=C/c2cccc3nccnc23)cc1,i,-0.1%,14%,-10%,-2.0,52,-26%,6.1%,.,.
COc1ccc(NC(=S)N2CCN(c3ccc([N+](=O)[O-])cc3)CC2)cc1OC,i,-0.1%,-20%[20 µM],-6%,1.8,27,33%,-2.9%,2.1%,0.9
O=C(CCN1C(=O)/C(=C/c2cccs2)SC1=S)NNC(=O)c1cccc(O)c1,i,22%,-45%,-33%,7.0,46,-78%,5.2%,-1.0%,1.2
Cc1ccc(-n2nc(C)c3c2OC(N)=C(C#N)C3c2ccoc2)cc1 (configuration not stated),i,-0.3%,-32%,6%,-1.5,97,-16%,9.1%,-0.3%,1
COC(=O)c1ccc(C(=O)Nc2cc(Cl)ccc2Cl)cc1NC(=O)c1ccc(N(C)C)cc1,i,0.0%,6%,-44%,0.5,49,-3%,7.1%,1.0%,1.1
Cc1ccc(-c2cn3cccnc3n2)cc1NC(=O)c1ccc(Br)o1,i,-0.1%,-17%,-19%,0.1,63,-7%,-0.4%,-1.6%,1.1
CCCc1cc(C(=O)Nc2cccnc2Cl)no1,i,-0.1%,.,-1%,2.2,68,-19%,-2.2%,-0.9%,1.1
Cc1cc(C(F)F)n2nc(C(=O)Nc3cccnc3Cl)nc2n1,i,0.3%,-6%,0%,-0.1,55,3%,3.6%,-1.2%,1.1
O=C(Nc1cccc2ccccc12)NC1CCCc2ccccc21 (configuration not stated),i,0.2%,-8%,6%,-2.2,66,3%,0.7%,9.4%,1.2
COc1ccc(C(=O)N(C)Cc2ccccn2)cc1OC1CCN(C(C)C)CC1,.,-0.1%,-8%,-17%,0.3,69,-2%,3.1%,.,.
Cc1occc1C(=O)N1CCCC(N2CCN(c3cccc(C(F)(F)F)c3)CC2)C1 (configuration not stated),.,0.0%,9%,0%,0.5,63,12%,-1.7%,.,.
COc1cccc(CNC(=O)C2CCN(C(=O)N(C)C)CC2)c1,i,0.6%,13%,-7%,-1.2,48,2%,-6.4%,-3.2%,1.1
Cc1n[nH]c(C)c1S(=O)(=O)N1CCCC(C(=O)Nc2nccs2)C1 (configuration not stated),?,-0.1%,-17%,-5%,0.8,64,15%,2.8%,-0.3%,0.7
Cc1cc(C(=O)N2CCCC(N3CCN(c4ccc(F)cc4)CC3)C2)c(C)o1 (configuration not stated),.,-0.2%,-47%,-28%,2.1,63,-3%,2.8%,.,.
CC(=O)c1cccc(OCc2cc(C(=O)NC(C)Cc3cccnc3)no2)c1 (configuration not stated),.,0.5%,20%,-34%,1.0,62,5%,-1.2%,.,.

# Ordered by molar mass (ascending): part of the list above
SMILES,Yfh1-depleted yeast,GPR55 beta-arrestin,KOR beta-arrestin-1,NOD1 inhibition,NTR1 agonist,NTR1 agonist cell count 20 µM,HEK293 NOD2/NF-kB,KOR beta-arrestin-2,CSM14.1 death rescue,TNAP activation fold
Cc1cc(C(=O)N2CCCC(N3CCN(c4ccc(F)cc4)CC3)C2)c(C)o1 (configuration not stated),.,-0.2%,-47%,-28%,2.1,63,-3%,2.8%,.,.
Cc1occc1C(=O)N1CCCC(N2CCN(c3cccc(C(F)(F)F)c3)CC2)C1 (configuration not stated),.,0.0%,9%,0%,0.5,63,12%,-1.7%,.,.
COC(=O)c1ccc(C(=O)Nc2cc(Cl)ccc2Cl)cc1NC(=O)c1ccc(N(C)C)cc1,i,0.0%,6%,-44%,0.5,49,-3%,7.1%,1.0%,1.1

# Further compounds follow.
SMILES,Yfh1-depleted yeast,GPR55 beta-arrestin,KOR beta-arrestin-1,NOD1 inhibition,NTR1 agonist,NTR1 agonist cell count 20 µM,HEK293 NOD2/NF-kB,KOR beta-arrestin-2,CSM14.1 death rescue,TNAP activation fold
COCCCN1C(=O)C(=O)/C(=C(/O)c2ccc(OC(C)C)cc2)C1c1ccc(O)c(OC)c1 (configuration not stated),i,0.0%,33%,-11%,-1.0,62,1%,-3.6%,-1.6%,1.2
Fc1ccc(CSc2nnc(-c3ccco3)o2)cc1,i,-0.2%,-14%,2%,1.6,54,-36%,1.3%,.,.
COC(=O)c1sc(NC(=O)CCCn2nc([N+](=O)[O-])cc2C)c(C(=O)OC)c1C,.,-0.3%,8%,-24%,-0.6,71,4%,2.9%,-2.4%,1.2
CC(=O)Nc1ccc(S(=O)(=O)N2CCN(c3cc(C)nc4ccccc34)CC2)cc1,i,-0.1%,14%,-20%,-2.9,80,-4%,0.3%,.,1.1
